Bioassay records from PubChem BioAssay.
Tau fluor cs = Counterscreen qHTS for Inhibitors of Tau Fibril Formation, Fluorescence Polarization | Potency, µM (series often up to 57.7 µM), without a hit: top-dose activity change, negative = decrease | tau K18 P301L Alexa594 fluorescence, heparin fibrillization | 280,000 compounds, 0.93% hits | AID 1463, 2008; also: % is scaled to controls: 0 for no effect and ±100 for the full control effect; nearly all actives have a fitted effect of over 55% in size
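Human tau K18 P301L (15 uM unlabeled, 0.24 uM Alexa 594-labeled) in 100 mM sodium acetate pH 7 with 20 uM heparin, 6 hr at 37 C. ThT 30 uM added, 1 hr ambient; Alexa 594 FP and total fluorescence read at 555/632 nm.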
Tau ThT inhib = qHTS for Inhibitors of Tau Fibril Formation, Thioflavin T Binding; Microtubule-associated protein tau (Homo sapiens), P10636; recombinant tau K18 P301L (four-repeat tau fragment), heparin-induced fibrillization, ThT fluorescence; Potency, µM (titrated, usually from 57.4 µM), without a hit: at the top dose activity, negative = inhibition, hits mostly inhibitors; 270,000 compounds, 2.1% hits; AID 1460, 2008; also: % is scaled to controls: 0 for no effect and ±100 for the full control effect; nearly all actives have a fitted effect of over 55% in size
Target sequence (P10636 561-689 P618L limits assumed): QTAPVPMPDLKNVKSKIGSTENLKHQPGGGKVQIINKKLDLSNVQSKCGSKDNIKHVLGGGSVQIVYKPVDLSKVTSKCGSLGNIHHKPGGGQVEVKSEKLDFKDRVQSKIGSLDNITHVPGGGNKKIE
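In this qHTS, human K18 P301L tau is incubated with compound and heparin for 6 hr at 37 C, and Thioflavin T fluorescence then reports fibril load.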
Tau FP inhib = qHTS for Inhibitors of Tau Fibril Formation, Fluorescence Polarization | K18 P301L tau heparin fibrillization, Alexa594 FP, 6 h | Potency, µM (highest dose often 57.7 µM), for inactives: at the highest dose activity, negative = inhibition, hits mostly inhibitors | 280,000 compounds, 0.39% hits | AID 1468, 2008; also: % is scaled to controls: 0 for no effect and ±100 for the full control effect; nearly all actives have a fitted effect of over 55% in size
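Recombinant K18 P301L […], labeled with Alexa 594 at 0.24 uM over 15 uM unlabeled; heparin inducer 20 uM final; 37 C, 6 hr; FP endpoint.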
RECQ1 helicase = qHTS Assay for Inhibitors of RecQ-Like Dna Helicase 1 (RECQ1). Potency, µM (titrated, usually from 57.3 µM), inactives show top-dose activity, negative = inhibition, hits mostly inhibitors. RECQ1 DNA unwinding, red fluorescence kinetic read. ATP-dependent DNA helicase Q1 (Homo sapiens), P46063. 240,000 compounds, 0.54% hits;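 also: plate controls were vehicle for no effect and no enzyme for full effect; nearly all actives have a fitted effect of over 30% in size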
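50 nM RECQ1T1 preincubated 15 min with compound in Tris pH 8.0 buffer with MgCl2, DTT, Tween-20 and 2.5 ug/ml poly(dI-dC); started with 200 nM TAMRA/BHQ-2 forked duplex and 2 mM ATP. Unwinding read as fluorescence (525/598 nm), two reads 2 h apart.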
HTT ATP protect = qHTS Multiplex Assay to Identify Dual Action Probes in a Cell Model of Huntington: Cytoprotection (ATP); PC12 HTT-Q103 induced, cytoprotection, ATP luminescence, 40 h; Potency, µM (top dose mostly 56.4 µM), without a hit: cytoprotection (ATP increase), usual class: activators; 230,000 compounds, 0.14% hits; AID 1471, 2008;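 also: % of control where 0% means no effect; nearly all actives have a fitted effect of over 45% in size; toxic huntingtin expression switched on by the ecdysone agonist tebufenozide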
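Cells were plated at 1500 per well in phenol red-free DMEM with 5% equine and 5% calf serum. Tebufenozide (100 nM final) and compounds were added, then ATPlite reagent, and luminescence was read.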
L3MBTL1 inh = qHTS Assay for the Inhibitors of L3MBTL1; Lethal(3)malignant brain tumor-like protein 1 (Homo sapiens), Q9Y468; AlphaScreen L3MBTL1–H3K9me1 peptide binding; Potency, µM (highest dose often 57.1 µM), for inactives: at the highest dose activity, negative = inhibition, most hits filed as inhibitors; 230,000 compounds, 0.66% hits; also: % is scaled to controls: 0 for no effect and ±100 for the full control effect; nearly all actives have a fitted effect of over 60% in size
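L3MBTL1 50 nM + b-AHA-H3(1-15)K9me1 75 nM, 30 min RT; compound added, 30 min RT; streptavidin donor/Ni-chelate acceptor beads 10 ug/mL each final, 30 min RT dark; AlphaScreen read.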
TRb-SRC2 inh = qHTS for Inhibitors of the Interaction of Thyroid Hormone Receptor and Steroid Receptor Coregulator 2. Thyroid hormone receptor beta (Homo sapiens), P10828. TRbeta-SRC2 peptide binding, fluorescence polarization; receptor liganded with 1 µM T3. Potency, µM (doses to about 106 µM), for the others: top-dose activity change, negative = inhibition, actives largely listed as inhibitors. 280,000 compounds, 0.065% hits. AID 1469, 2008;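 also: plate controls were bound peptide for no effect and peptide without receptor for full effect; nearly all actives have a fitted effect of over 50% in size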
Target sequence (P10828 whole entry, looked up): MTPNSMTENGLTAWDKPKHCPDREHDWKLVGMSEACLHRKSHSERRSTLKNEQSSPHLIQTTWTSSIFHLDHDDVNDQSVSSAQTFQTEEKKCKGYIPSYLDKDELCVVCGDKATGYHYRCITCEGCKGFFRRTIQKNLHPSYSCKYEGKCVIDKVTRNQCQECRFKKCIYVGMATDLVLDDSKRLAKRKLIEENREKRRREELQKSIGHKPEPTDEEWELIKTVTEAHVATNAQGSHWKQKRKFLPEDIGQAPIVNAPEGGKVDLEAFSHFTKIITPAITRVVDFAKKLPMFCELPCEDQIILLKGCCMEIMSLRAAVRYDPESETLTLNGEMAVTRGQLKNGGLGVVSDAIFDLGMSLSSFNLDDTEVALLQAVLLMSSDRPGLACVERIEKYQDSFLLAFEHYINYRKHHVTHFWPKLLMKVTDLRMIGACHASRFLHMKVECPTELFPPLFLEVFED
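Read-out is fluorescence polarization (555 nm excitation, 632 nm emission) of a Texas Red SRC2 coactivator peptide; loss of signal reflects blocked binding to human TRb ligand-binding domain in the presence of 1 uM T3.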
TR SRC2 fluor cs = Total Fluorescence Counterscreen for Inhibitors of the Interaction of Thyroid Hormone Receptor and Steroid Receptor Coregulator 2. TRb/SRC2 Texas Red total fluorescence interference. Potency, µM (doses to about 106 µM), without a hit: top-dose fluorescence change, negative = quenching. 280,000 compounds, 0.29% hits. AID 1479, 2009; active = well fitted curve in either direction with a large enough effect; inconclusive = small, poorly fitted or top-dose-only effect; also: % is scaled to controls: 0 for no effect and ±100 for the full control effect
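Flags fluorescent or light-absorbing compounds by total fluorescence, S + 2P, at 555 nm excitation and 632 nm emission. Mixture: 20 nM Texas Red SRC2 peptide, 0.6 uM human TRb LBD, 1 uM T3, 5% DMSO; compound exposure 5 h at ambient temperature.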
* = called active by the depositor; [ ] = remark or other dose. Unless noted, calls follow the shape of the dose curve; as a rule, active = well fitted curve in the direction sought with a large enough effect; inconclusive = small, poorly fitted or top-dose-only effect, or another doubt; inactive = no such curve, though single readings can be large; an effect the other way counts as inactive or inconclusive. Potency is read from the fitted curve at half-maximal effect. The list is partial; the hit share may differ from the screen's.

Screening COCOc1c2c(c(OCOC)c3c(OCOC)cccc13)/C(=N/N[S+](=O)([O-])c1ccc(C)cc1)C1=C2CCCC1 returned Tau fluor cs -13.2%, Tau ThT inhib -4.4%, Tau FP inhib -1.8%, RECQ1 helicase -4.5%, HTT ATP protect 13.3%, TRb-SRC2 inh -2.4% and TR SRC2 fluor cs -2.1%.
`Cc1ccc2oc(=O)c3cnn(CC(=O)Nc4cccc(C(F)(F)F)c4)c3c2c1` gave Tau fluor cs 0.9%, Tau ThT inhib 10.3%, Tau FP inhib -10.3%, TRb-SRC2 inh -2.3% and TR SRC2 fluor cs 0.1%.
COc1ccc(Cl)cc1-c1n[nH]c(=S)n1C was read as Tau fluor cs -5.8%, Tau ThT inhib 0.2%, Tau FP inhib 3.0%, RECQ1 helicase -2.3%, HTT ATP protect -22.3%, TRb-SRC2 inh -9.6% and TR SRC2 fluor cs -3.6%.
Screening COC(=O)c1ccc(S(=O)(=O)N2CCCC2)o1 returned Tau fluor cs 2.6%, Tau ThT inhib -4.9%, Tau FP inhib 6.1%, RECQ1 helicase -3.5%, HTT ATP protect -20.0%, L3MBTL1 inh -5.5%, TRb-SRC2 inh -11.8% and TR SRC2 fluor cs -1.9%.
Screening CCCCNC(=O)c1ccc(/C=C2\Oc3ccccc3N(C)C2=O)cc1 returned Tau fluor cs -17.4%, Tau ThT inhib -7.7%, Tau FP inhib 2.6%, RECQ1 helicase -5.8%, HTT ATP protect -88.1%[inhibitor], TRb-SRC2 inh -0.7% and TR SRC2 fluor cs -2.1%.
O=C(Nc1nccs1)c1cccc(S(=O)(=O)N2CCOCC2)c1 was read as Tau fluor cs 0.4%, Tau ThT inhib 1.0%, Tau FP inhib 1.2%, RECQ1 helicase inactive, HTT ATP protect 0.4%, L3MBTL1 inh -0.8%, TRb-SRC2 inh 0.1% and TR SRC2 fluor cs -4.8%.
`CCc1cccc(C)c1NC(=O)COCc1cc(-c2ccc3c(c2)OCO3)on1` gave Tau fluor cs -4.5%, Tau ThT inhib inconclusive, Tau FP inhib 3.8%, TRb-SRC2 inh -1.6% and TR SRC2 fluor cs inconclusive.
CCOC(=O)c1c(NC(=O)COc2ccccc2F)sc2c1CCCC2 was read as Tau fluor cs -17.5%, Tau ThT inhib -17.7%, Tau FP inhib -2.9%, TRb-SRC2 inh 0.2% and TR SRC2 fluor cs -3.9%.
CCOP(=O)(OCC)C(NC(=O)/C=C/c1ccc(OC)cc1)c1ccccc1 (configuration not stated) was read as Tau fluor cs -11.6%, Tau ThT inhib -6.6%, Tau FP inhib -6.7%, RECQ1 helicase -6.6%, HTT ATP protect -19.2%, TRb-SRC2 inh -1.8% and TR SRC2 fluor cs -4.7%.
`Cc1nc2ccccc2nc1OCC(=O)Nc1cc(C(F)(F)F)ccc1N1CCOCC1` gave Tau fluor cs -18.4%, Tau ThT inhib -6.6%, Tau FP inhib -1.6%, RECQ1 helicase -13.1%, HTT ATP protect 2.6%[10 µM], L3MBTL1 inh -9.7%, TRb-SRC2 inh -19.2% and TR SRC2 fluor cs 0.2%.
Screening COC(=O)CNC(c1ccccc1)c1cc(Br)ccc1NC(=O)CCN1CCOCC1 (configuration not stated) returned Tau fluor cs 7.1%, Tau ThT inhib 7.9%, Tau FP inhib 4.6%, RECQ1 helicase 1.7%, HTT ATP protect -8.6%[1.9 µM], L3MBTL1 inh -1.4%, TRb-SRC2 inh -6.7% and TR SRC2 fluor cs 6.2%.
COc1ccc(C(F)(F)F)cc1N/C=C/c1nnnn1-c1ccc(C)cc1 was read as Tau fluor cs -22.5%, Tau ThT inhib -11.0%, Tau FP inhib -14.2%, RECQ1 helicase -2.5%, HTT ATP protect 4.2%[10 µM], L3MBTL1 inh -2.3%, TRb-SRC2 inh 1.9% and TR SRC2 fluor cs -2.8%.
For COc1ccc(-c2csc(N(Cc3ccccc3)C(=O)COc3ccc(Cl)cc3)n2)cc1 the results were Tau fluor cs -8.2%, Tau ThT inhib -0.8%, Tau FP inhib 1.1%, RECQ1 helicase -0.2%, HTT ATP protect 6.2%, L3MBTL1 inh -1.8%, TRb-SRC2 inh -3.4% and TR SRC2 fluor cs 2.7%.
Screening COc1ccc(S(=O)(=O)N2CCC(C(=O)Nc3cccc(C(C)=O)c3)CC2)cc1C returned Tau fluor cs -27.7%, Tau ThT inhib -13.7%, Tau FP inhib -0.4%, RECQ1 helicase -4.9%, HTT ATP protect 7.9%, L3MBTL1 inh 7.8%[11.4 µM], TRb-SRC2 inh -10.3% and TR SRC2 fluor cs -2.0%.
Cc1c(C(=O)N2CCN(c3ccccc3)CC2)sc2ncnc(N3CCC(C)CC3)c12 was read as Tau fluor cs -5.8%, Tau ThT inhib -14.1%, Tau FP inhib 4.2%, RECQ1 helicase -5.9%, HTT ATP protect 4.6%[10 µM], L3MBTL1 inh 5.4%, TRb-SRC2 inh 0.1% and TR SRC2 fluor cs 0.0%.
For CCOc1ccc(N(CC(=O)NCCC2=CCCCC2)S(=O)(=O)c2ccccc2)cc1 the results were Tau fluor cs -2.2%, Tau ThT inhib -15.4%, Tau FP inhib -3.0%, RECQ1 helicase -11.6%, HTT ATP protect -13.1%, L3MBTL1 inh 9.7%, TRb-SRC2 inh 1.7% and TR SRC2 fluor cs 1.2%.
`COCCN(C(=S)Nc1ccc(OC)c(Cl)c1)C1CCN(C(C)C)CC1` gave Tau fluor cs -26.2%, Tau ThT inhib -21.8%, Tau FP inhib 14.8%, RECQ1 helicase -17.8%, HTT ATP protect inconclusive, TRb-SRC2 inh -3.9% and TR SRC2 fluor cs -2.8%.
Screening CSc1ncc(C(=O)O)c(C)n1 returned Tau fluor cs 7.1%, Tau ThT inhib 4.7%, Tau FP inhib -2.0%, RECQ1 helicase 0.8%, HTT ATP protect -11.0%, L3MBTL1 inh 0.5%, TRb-SRC2 inh -0.6% and TR SRC2 fluor cs -2.7%.
`Clc1ccc(Cn2ncc3c(NCc4ccccc4)ncnc32)cc1` gave Tau fluor cs -28.7%, Tau ThT inhib -0.3%, Tau FP inhib -6.3%, RECQ1 helicase -15.4%, HTT ATP protect -50.8%[inhibitor], TRb-SRC2 inh -4.0% and TR SRC2 fluor cs -2.0%.
CC1(C)Cc2cccc(OCC(=O)Nc3cccnc3)c2O1 was read as Tau fluor cs -0.4%, Tau ThT inhib -7.6%, Tau FP inhib 2.4%, RECQ1 helicase inactive, HTT ATP protect 10.6%[10 µM], L3MBTL1 inh -5.1%, TRb-SRC2 inh -16.9% and TR SRC2 fluor cs -2.1%.
`CC(C)C(C(=O)Nc1cccnc1)N1C(=O)c2ccccc2C1=O` (configuration not stated) gave Tau fluor cs 6.3%, Tau ThT inhib -1.5%, Tau FP inhib -2.7%, RECQ1 helicase inactive, HTT ATP protect -4.9%, L3MBTL1 inh -1.3%[11.4 µM], TRb-SRC2 inh 8.4% and TR SRC2 fluor cs 1.3%.
CC(C)Oc1c(N2CCOCC2)c(=O)c1=O was read as Tau fluor cs -8.7%, Tau FP inhib -1.8%, RECQ1 helicase -1.8%, HTT ATP protect 25.8%[10 µM], TRb-SRC2 inh -4.6% and TR SRC2 fluor cs 0.3%.
Screening Clc1cccc(-c2nc3nc4ccccc4nc3n2Cc2ccccc2)c1 returned Tau fluor cs -7.6%, Tau ThT inhib -13.3%, Tau FP inhib -6.7%, RECQ1 helicase inactive, HTT ATP protect 9.3%[10 µM], L3MBTL1 inh -2.4%, TRb-SRC2 inh -4.3% and TR SRC2 fluor cs -1.4%.
For O=C(/C=C/c1cccc([N+](=O)[O-])c1)NCc1ccc2c(c1)OCO2 the results were Tau fluor cs -0.3%, Tau ThT inhib 2.0%, Tau FP inhib -0.2%, RECQ1 helicase -19.5%, HTT ATP protect -2.0%[10 µM], L3MBTL1 inh -4.9%, TRb-SRC2 inh -0.4%[53 µM] and TR SRC2 fluor cs -0.8%[53 µM].
Screening C/C(=N\N1CCN(Cc2ccccc2Cl)CC1)c1ccc([N+](=O)[O-])cc1 returned Tau fluor cs -24.2%, Tau ThT inhib inconclusive, Tau FP inhib 5.2%, RECQ1 helicase -6.7%, HTT ATP protect 25.2%[10 µM], L3MBTL1 inh -27.3%, TRb-SRC2 inh 0.1% and TR SRC2 fluor cs -1.8%.
`O=C(Cc1ccccc1)N1CCC(O)(c2cccnc2)CC1` gave Tau fluor cs -5.0%, Tau ThT inhib -6.1%, Tau FP inhib -4.3%, RECQ1 helicase 12.7%, HTT ATP protect 3.7%, TRb-SRC2 inh -2.4% and TR SRC2 fluor cs 0.2%.
Screening O=C(NCC1OCCc2ccccc21)c1ccc(NC(=O)c2ccc(Cl)cc2Cl)cc1 (configuration not stated) returned Tau fluor cs -12.6%, Tau ThT inhib -8.3%, Tau FP inhib -10.7%, RECQ1 helicase -1.8%, HTT ATP protect -12.1%[10 µM], L3MBTL1 inh -0.2%, TRb-SRC2 inh -3.3% and TR SRC2 fluor cs 4.3%.

2 consecutive records already listed, for reference:
`CC(C)C(C(=O)Nc1cccnc1)N1C(=O)c2ccccc2C1=O` (configuration not stated) gave Tau fluor cs 6.3%, Tau ThT inhib -1.5%, Tau FP inhib -2.7%, RECQ1 helicase inactive, HTT ATP protect -4.9%, L3MBTL1 inh -1.3%[11.4 µM], TRb-SRC2 inh 8.4% and TR SRC2 fluor cs 1.3%.
CC(C)Oc1c(N2CCOCC2)c(=O)c1=O was read as Tau fluor cs -8.7%, Tau FP inhib -1.8%, RECQ1 helicase -1.8%, HTT ATP protect 25.8%[10 µM], TRb-SRC2 inh -4.6% and TR SRC2 fluor cs 0.3%.
